# KCNK3 block – human KCNK3 channel inhibitors, primary screen, CHO cells, FluxOR thallium flux, B-score; FluxOR fluorescence; active compounds read low; Potassium channel subfamily K member 3 (Homo sapiens), O14649; B-score at 10 µM; 0.84% of 340,000 active; AID 602410, 2012;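 active = B-score under library mean minus 4 SD, starting fluorescence ratio at most library mean plus 5 SD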;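 note: more negative B-score means stronger inhibition of thallium flux through KCNK3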
# DYRK1A inh – rat Dyrk1A kinase inhibitors, primary screen, biochemical, single point, plate reader; 0.43% of 310,000 active; Dual specificity tyrosine-phosphorylation-regulated kinase 1A (Rattus norvegicus), Q63470; ADP-Glo luminescence, NFATc1 peptide; inhibition, % at 12.5 µM; in the data active = inhibition above about 50%;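 note: plate controls were vehicle with enzyme for no effect and no enzyme for full effect; many of its hits are not listed in these tables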
# GSK3A inh – blockers of GSK3A enzyme activity – biochemical, luminescence, cell-free homogeneous, HTS, primary screen; inhibition, % at 10 µM; Glycogen synthase kinase-3 alpha (Homo sapiens), P49840; 0.1% of 320,000 active; GSK-3 alpha kinase, ADP-Glo luminescence, 60 min;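 in the data active = inhibition above about 50%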;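 note: GST-tagged GSK-3 alpha with peptide substrate and 25 µM ATP; 0% = DMSO neutral wells and 100% = GW8510 positive control wells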
# PolyA inhibitor – polyadenylation inhibitors in yeast reporter cells, primary screen, luminescence, S. cerevisiae; AID 1875, 2009; 0.02% of 300,000 active; calls only at 12 µM; S. cerevisiae SKY197-pL101 polyadenylation reporter, beta-gal luminescence; efflux-impaired pdr1/pdr3 knockout yeast; score 100 = 6 SD above DMSO;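 active = lowest replicate activity score at least 50, where 100 means six control SD above control mean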;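 note: yeast exposed to compound for 9 h at 30 °C; higher score means more reporter readthrough which indicates perturbed polyadenylation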
# KCNQ1 act – potentiators or activators of KCNQ1 channel, primary screen, cell-based, thallium flux, high-throughput; Potassium voltage-gated channel subfamily KQT member 1 (Homo sapiens), P51787; CHO-K1 KCNQ1, thallium flux FluxOR fluorescence; active compounds read high; B-score at 10 µM; 0.35% of 310,000 active; AID 2648, 2010;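 active = fluorescence ratio B-score, a plate-corrected score, at least three library SD, with initial intensity B-score within 5 SD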
#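 Medium – assay buffer, equal DMSO in all wells · Material – CHO-K1 cell line with stable KCNQ1 potassium channel expression · Signal – kinetic FluxOR thallium fluorescence, 10-s 1-Hz baseline, 110-s post-stimulus read · Compound – single concentration per compound, DMSO matched to controls · Schedule – 37 °C overnight plating, 90-min dark dye load, 20-min compound pretreatment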
# hERG rescue – hERG rescue from dofetilide block, primary screen, cell-based, CHO-hERG, FluxOR thallium flux, dofetilide IC70; Voltage-gated inwardly rectifying potassium channel KCNH2 (Homo sapiens), Q12809; dofetilide IC70 present; activation (rescue from dofetilide block), less the hit threshold, % at 10 µM; 0.51% of 310,000 active;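 active = activation above the mean of controls blocked by dofetilide plus 5 SD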;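 note: thallium influx through hERG after potassium depolarization seen as dye fluorescence rise; in these data hits start at about 4.7%; inactives centre near -7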
# Target sequence (Q12809 whole entry, looked up): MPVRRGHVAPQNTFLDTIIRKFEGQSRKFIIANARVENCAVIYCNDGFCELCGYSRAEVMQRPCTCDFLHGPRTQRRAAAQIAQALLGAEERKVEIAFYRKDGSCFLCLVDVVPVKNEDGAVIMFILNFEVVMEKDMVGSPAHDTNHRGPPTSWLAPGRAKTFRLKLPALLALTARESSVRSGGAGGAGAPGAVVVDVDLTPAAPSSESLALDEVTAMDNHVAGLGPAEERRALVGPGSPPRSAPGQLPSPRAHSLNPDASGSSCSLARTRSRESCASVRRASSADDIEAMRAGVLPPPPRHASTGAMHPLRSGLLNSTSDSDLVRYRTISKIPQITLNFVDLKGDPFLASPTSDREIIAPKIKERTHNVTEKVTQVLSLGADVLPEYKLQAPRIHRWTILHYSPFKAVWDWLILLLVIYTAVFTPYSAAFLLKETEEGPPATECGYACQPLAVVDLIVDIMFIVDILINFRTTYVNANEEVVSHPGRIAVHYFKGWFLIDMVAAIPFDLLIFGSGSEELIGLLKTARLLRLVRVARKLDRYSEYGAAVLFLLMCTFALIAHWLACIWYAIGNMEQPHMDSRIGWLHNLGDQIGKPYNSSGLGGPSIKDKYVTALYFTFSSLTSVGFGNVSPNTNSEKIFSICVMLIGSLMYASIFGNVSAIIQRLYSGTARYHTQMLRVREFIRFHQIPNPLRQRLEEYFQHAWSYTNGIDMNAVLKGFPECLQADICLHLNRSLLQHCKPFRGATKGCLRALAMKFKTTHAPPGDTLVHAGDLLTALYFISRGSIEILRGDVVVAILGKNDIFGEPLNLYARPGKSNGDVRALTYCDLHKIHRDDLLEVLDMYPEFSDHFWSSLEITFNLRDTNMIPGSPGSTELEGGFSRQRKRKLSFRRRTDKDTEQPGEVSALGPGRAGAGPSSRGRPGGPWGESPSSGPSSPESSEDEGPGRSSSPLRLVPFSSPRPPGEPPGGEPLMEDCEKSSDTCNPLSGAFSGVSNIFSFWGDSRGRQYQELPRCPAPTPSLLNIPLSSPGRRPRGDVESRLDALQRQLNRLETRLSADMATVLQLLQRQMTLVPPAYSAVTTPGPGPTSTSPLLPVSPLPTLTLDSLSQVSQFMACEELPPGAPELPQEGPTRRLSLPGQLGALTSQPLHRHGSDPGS
# GSK3B inh – human GSK3beta kinase inhibitors, primary screen, biochemical, cell-free homogeneous, HTS | GST-GSK3beta kinase, ADP-Glo luminescence, 60 min; active compounds read low | AID 2097, 2009 | Glycogen synthase kinase-3 beta (Homo sapiens), P49841 | 0.038% of 300,000 active | activity score (negative = inhibition), % at 10 µM;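 active = more than half of replicate wells score below -50%, meaning over 50% inhibition versus plate controls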;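 note: 0% = median DMSO wells and -100% = median GW8510 positive control wells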
#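 Test system: GST-tagged human GSK3beta kinase, cell-free; evaluation: activity score scaled between in-plate DMSO and GW8510 controls; measured by: ADP-Glo luminescence; incubation: 60 min reaction, RT; benchmarks: DMSO and 20 µM GW8510; reagent: peptide substrate plus 25 µM ATP (final); medium: Tris/MgCl2 kinase buffer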
# RGS4 block – RGS4 inhibitors, primary screen, cell-based, HEK293 M3R inducible RGS4, calcium flux; Regulator of G-protein signaling 4 (Homo sapiens), P49798; Fluo-4 calcium flux; active compounds read high; triggered by carbachol at its EC20; B-score at 10 µM; 0.45% of 310,000 active; AID 463165, 2010;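 active = B-score, a plate-corrected calcium signal, over three deviations above library mean, with baseline fluorescence within five deviations of library mean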;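 note: RGS4 expression induced by doxycycline in cells with stable M3 receptor; B-score is computed from the integrated fluorescence ratio over baseline after carbachol; higher B-score means a larger calcium signal and so more RGS4 inhibition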
# KCNQ1 block – inhibitors of human KCNQ1 channel, primary screen, cell-based, thallium flux, high-throughput | Potassium voltage-gated channel subfamily KQT member 1 (Homo sapiens), P51787 | CHO-K1 KCNQ1, FluxOR thallium flux fluorescence; active compounds read high | B-score at 10 µM | 1.3% of 310,000 active;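 active = compounds whose thallium flux B-score, printed positive for inhibition, exceeds three library SD while starting fluorescence stays within three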;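 note: channel opened by potassium depolarization with thallium stimulus after 20 min compound exposure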
# RGS4 pot – RGS4 potentiators or activators, primary screen, cell-based, HEK293 M3R inducible RGS4, calcium flux; 0.92% of 310,000 active; carbachol calcium flux Fluo4; active compounds read low; B-score at 10 µM;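 active = B-score of the integrated calcium signal more than 4 SD below the library mean, with starting fluorescence not abnormally high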;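 note: negative B-score means reduced calcium response which marks RGS4 activation or potentiation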
#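 Assay system: HEK293 FlpIn-TREx cells, stable M3R, doxycycline-inducible RGS4 / Probe or stimulus: carbachol, ECmax concentration / Times: overnight RGS4 induction, 30 min dye load 37 °C, 20 min compound RT / Signal: kinetic calcium fluorescence imaging with Fluo4-AM dye, 2 µM / Measure: Agonist-evoked peak-minus-minimum fluorescence over baseline, integrated ratio, B score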
# KCNK9 inh – KCNK9 potassium channel inhibitors, primary screen, HEK293 cells, thallium flux; FluxOR thallium flux fluorescence; active compounds read low; Potassium channel subfamily K member 9 (Homo sapiens), Q9NPC2; B-score at 10 µM; 1.2% of 310,000 active; AID 488922, 2010;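 active = ratio B-score over 3 SD below the library mean, with starting fluorescence within 5 SD of its mean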;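 note: negative B-score means less thallium flux so channel inhibition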
# Starred values were filed as active, the others as inactive; i = inactive; · = not tested or not shown.
SMILES,KCNK3 block,DYRK1A inh,GSK3A inh,PolyA inhibitor,KCNQ1 act,hERG rescue,GSK3B inh,RGS4 block,KCNQ1 block,RGS4 pot,KCNK9 inh
COC(=O)c1ccc(NCC(=O)Nc2cc(C)cc(C)c2)cc1,i,-6,0,i,i,-7,0,i,i,i,i
CNS(=O)(=O)c1cccc(C(=O)NNC(=O)CN(C)S(=O)(=O)c2ccc(Cl)cc2)c1,i,9,0,i,i,-12,0,i,i,i,i
CC(=O)c1ccc(NC(=O)CC(NCCC2=CCCCC2)C(=O)O)cc1 (stereo not drawn),i,0,-2,i,i,-8,-25,i,i,i,i
Cc1cccc(NC(=O)c2nc[nH]c2C(=O)N[C@@H](Cc2ccccc2)C(=O)OCc2ccccc2)c1,i,1,1,i,i,-7,-1,i,i,i,i
CCn1nnnc1SCC(=O)Nc1sc(C)c(C)c1C#N,i,4,-1,i,i,-6,2,i,i,i,i
NS(=O)(=O)c1ccc(NC(=O)COC(=O)COc2ccc3ccccc3c2)cc1,i,·,-4,i,i,-11,-1,i,i,i,i
Cc1ccc(NC(=O)CCc2nc(-c3cccs3)no2)c(Br)c1,i,-5,-1,i,i,-6,-1,i,i,i,i
C=CCSc1ncccc1C(=O)O,i,-2,-2,i,i,-10,2,i,i,i,i
N#C/C(=C\Nc1ccc2cn[nH]c2c1)c1nc(-c2ccc(Cl)cc2)cs1,i,2,0,i,i,-13,1,i,i,i,i
COc1cccc2cc(C(=O)c3ccc([N+](=O)[O-])cc3)oc12,i,6,0,i,i,-15,0,i,i,i,i
CC1Cc2nc(SCC(=O)Nc3ccc4c(c3)OCO4)n(-c3ccc(F)cc3)c(=O)c2S1 (stereo not drawn),i,0,-1,·,i,-9,-5,i,i,i,i
Cc1ccc(-n2nc(C)c(NS(=O)(=O)c3ccccc3)c2C)cc1C,i,5,-1,i,i,-13,0,i,i,i,i
CCN1CCN(C(=O)c2ccccc2N(Cc2ccccc2)S(=O)(=O)c2ccc(C)cc2)CC1,i,-1,-1,i,i,-12,2,i,i,i,i
CC(CC(=O)NCCc1ccc(S(N)(=O)=O)cc1)c1ccccc1 (stereo not drawn),i,·,-1,i,i,-4,-3,i,i,i,i
CCCCN=C(C)c1c(O)c2ccccc2oc1=O,i,7,-1,i,i,-9,-3,i,i,i,i
Cc1ccc(CNC(=O)Cn2c(=O)n(CC(=O)N3CCCCC3)c(=O)c3sccc32)cc1,i,-8,-3,i,i,-10,3,i,i,i,i
CN(NS(C)(=O)=O)c1c(C#N)c(C(F)(F)F)nn1C,i,-1,1,i,i,-9,-2,i,i,i,i
CCN(CC)c1ccc(C(=O)c2ccccc2C(=O)O)c(O)c1,i,0,-6,i,i,-4,0,i,i,i,i
CCCn1c(SCC(=O)NC2CCCCC2C)n[nH]c1=O (stereo not drawn),i,1,2,i,i,0,-3,i,i,i,i
Cc1cccc(/C=N/NC(=O)c2ccc3c(c2)OCCO3)c1O,i,0,1,i,i,-22,4,i,i,i,i
COc1ccc(OC)c(-c2csc(NC(=O)CSCc3c(C)noc3C)n2)c1,i,12,-2,i,i,-13,1,i,i,i,i
CCc1nn2c(N3CCOCC3)cc(C)nc2c1-c1ccc(F)cc1,i,3,-1,i,i,-4,-1,i,i,i,i
CC1(C)CC(NC(=O)C23CCC(C)(C(=O)C2=O)C3(C)C)CC(C)(C)N1 (stereo not drawn),i,0,0,i,i,0,-2,i,i,i,i
O=C1c2ccccc2C(=O)N1CC1c2ccccc2CCN1S(=O)(=O)c1cnc[nH]1 (stereo not drawn),i,-6,0,i,i,-8,-2,i,i,i,i
COc1ccc(CCN2C(=O)CC(Sc3ncccc3C(=O)O)C2=O)cc1OC (stereo not drawn),i,6,-2,i,i,-10,-4,i,i,i,i
SMILES,KCNK3 block,DYRK1A inh,GSK3A inh,PolyA inhibitor,KCNQ1 act,hERG rescue,GSK3B inh,RGS4 block,KCNQ1 block,RGS4 pot,KCNK9 inh
COc1cc(NC(=O)c2cc(-c3ccc4c(c3)OCO4)on2)cc(OC)c1OC,i,-7,-1,i,i,-4,1,i,i,i,i
Cc1c(Cl)cccc1N(Cc1ccc(C(=O)O)cc1)S(=O)(=O)c1ccccc1,i,-2,-4,i,i,-8,5,i,i,i,i
O=C(Nc1ccc2c(c1)OCCO2)c1ccncc1,i,17,8,i,i,-7,1,i,i,i,i
CCOc1cc(C(=O)Nc2ccc(N3CCN(C(C)=O)CC3)cc2)cc(OCC)c1OCC,i,-4,3,i,i,-9,0,i,i,i,i
COCCNC(=O)C(OC(=O)C1=Cc2ccccc2OC1)C(C)C (stereo not drawn),i,5,0,i,i,-20,-5,i,i,i,i
CCOC(=O)C1CCCN(c2c(N3CCOCC3)c(=O)c2=O)C1 (stereo not drawn),i,4,-1,i,i,-4,4,i,i,i,i
O=C1[C@@H]2[C@@H]3C[C@@H]([C@H]4ON=C(c5ccc(Cl)cc5)[C@@H]34)[C@@H]2C(=O)N1c1ccc2c(c1)OCO2,i,-3,-4,i,i,-6,4,i,i,i,i
CCC(C)C(NC(=O)/C(=C\c1ccccc1)NC(=O)c1ccc(OC)cc1)C(=O)O (stereo not drawn),i,5,1,i,i,-4,1,i,i,i,i
CCN(CC)CCCNC(=O)c1cc2c(=O)n(CC)c3ccccc3c2s1,i,0,2,i,i,-10,-5,i,i,i,i
O=C(CCCCCn1c(=S)[nH]c2ccc(Br)cc2c1=O)NCC1CCCO1 (stereo not drawn),i,-2,1,i,i,-15,-2,i,i,i,i
O=C(CN1CCN(Cc2ccccc2Cl)C1=O)N1CCCCCC1,i,11,-1,i,i,-7,3,i,i,i,i
O=C(CN1C(=O)c2ccccc2S1(=O)=O)NCCSCc1cccc(Cl)c1,i,3,-6,i,i,-9,-2,i,i,i,i
COc1ccc(-c2sc(Nc3ccccc3)n[n+]2-c2ccc(F)cc2)c(C)c1C,i,1,1,i,i,-37,5,i,16*,i,i
Cc1nn(C)c(C)c1/C=N/NC(=O)CCn1cc([N+](=O)[O-])cn1,i,-5,0,i,i,-4,2,i,i,i,i
CC(COc1ccc(C(C)C)cc1)NC(=O)c1ccc(Br)o1 (stereo not drawn),i,-7,0,i,i,-2,5,i,i,i,i
CCCCN1C(=O)CCC(C(=O)O)C1c1ccc(OC)cc1 (stereo not drawn),i,2,-1,i,i,-3,-1,i,i,i,i
COc1cccc(NC(=S)N(CCN(C)C)Cc2cccs2)c1,i,10,-1,i,i,-1,6,i,i,i,i
COc1ccc(Cc2nnc(NC(=O)c3ccc(OC)c(OC)c3)s2)cc1OC,i,·,-2,i,i,-9,-3,i,i,i,i
COC(=O)c1ccc(NC(=O)c2ccc3nccnc3c2)cc1,i,-4,-2,i,i,1,-3,i,i,i,i
CCN1C(=O)N(c2ccc(C(C)=O)cc2)S(=O)(=O)c2ccccc21,i,-7,2,i,i,-6,2,i,i,i,i
Cc1ccc(CNS(=O)(=O)c2ccc(-c3cnc(C4CC4)o3)cc2)cc1,i,-2,0,i,i,-8,2,i,i,i,i
COc1ccccc1-c1ccc(SCC(=O)NCc2ccc3c(c2)OCO3)nn1,i,5,5,i,i,-10,0,i,i,i,i
COc1ccc(OC)c(C2NC(=O)c3sc(=S)n(-c4ccccc4)c3N2)c1 (stereo not drawn),i,6,1,i,i,-8,-6,i,i,i,i
COc1ccc(OC)c(N(CC(=O)N2CCCC2)S(=O)(=O)c2ccc(OC)c(OC)c2)c1,i,-6,-1,i,i,-10,3,i,i,i,i
O=C(CSc1nc(Nc2ccccc2)nc(N2CCOCC2)n1)Nc1cc(Cl)ccc1O,-12*,-3,1,i,i,-9,2,i,i,i,i
SMILES,KCNK3 block,DYRK1A inh,GSK3A inh,PolyA inhibitor,KCNQ1 act,hERG rescue,GSK3B inh,RGS4 block,KCNQ1 block,RGS4 pot,KCNK9 inh
Cc1cccc(NC2=C(NCCO)C(=O)c3ccccc3C2=O)c1,i,0,10,i,i,-11,-4,i,i,i,i
N#Cc1cccc(C(c2nnnn2Cc2ccccc2)N2CCCC2)c1 (stereo not drawn),i,3,1,i,i,-11,0,i,i,i,i
O=C(CSc1ccc(-c2ccccc2)nn1)N1CCCc2ccccc21,i,10,0,i,i,-14,-3,i,i,i,i
O=C(Cc1ccccc1)Nc1cccc(-c2nc3ncccc3o2)c1,-10*,1,6,i,i,-2,2,i,i,i,i
CN(C)CC/C=C1\c2cc(F)ccc2CSc2ccccc21,i,8,·,i,i,-6,-3,i,i,-8.8*,i
Cc1ccc(NC(=O)CCC(=O)O)cc1F,i,1,-1,i,i,-8,2,i,i,i,i
Cc1ccc(S(=O)(=O)Nc2cc(C(=O)NCCN3CCCC3)ccc2N2CCCCC2)cc1,i,-4,·,i,i,-3,1,i,i,i,i
CCN(C(=O)c1cc(S(=O)(=O)N2CCCCC2)c[nH]1)c1ccc(OC)cc1,i,0,0,i,i,-12,-3,i,i,i,i

# Taken from the entries so far for reference:
SMILES,KCNK3 block,DYRK1A inh,GSK3A inh,PolyA inhibitor,KCNQ1 act,hERG rescue,GSK3B inh,RGS4 block,KCNQ1 block,RGS4 pot,KCNK9 inh
CN(C)CC/C=C1\c2cc(F)ccc2CSc2ccccc21,i,8,·,i,i,-6,-3,i,i,-8.8*,i
Cc1ccc(NC(=O)CCC(=O)O)cc1F,i,1,-1,i,i,-8,2,i,i,i,i

# Screens from PubChem.

# This is a subset; count on the stated rates, not on these rows.
